KAT2A inh: qHTS Assay for Inhibitors of GCN5L2. Potency, µM (top dose mostly 58.9 µM), for inactives: at the top dose activity change, negative = inhibition, actives largely listed as inhibitors. GCN5L2 HAT assay, ThioGlo1 CoA-SH fluorescence. 390,000 tested, 0.21% active. AID 504327, 2011
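Enzyme at 20nM final was mixed with library compounds for 15 min at room temperature. Peptide H3(1-25) at 75uM, acetyl-CoA at 70uM and ThioGlo1 at 50uM were then added. Plates were read immediately and after 20 min (Ex340nm/Em540nm).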
FEN1 inhibitor: qHTS Assay for the Inhibitors of Human Flap endonuclease 1 (FEN1) | Potency, µM (series often up to 114 µM), without a hit: at the top dose activity change, negative = inhibition, most hits filed as inhibitors | AID 588795, 2011 | 390,000 tested, 0.35% active | P39748 | Recombinant FEN1 flap cleavage, fluorescence, 15 min; note: nearly all actives have a fitted effect of over 65% in size
Target sequence (P39748 whole entry, looked up): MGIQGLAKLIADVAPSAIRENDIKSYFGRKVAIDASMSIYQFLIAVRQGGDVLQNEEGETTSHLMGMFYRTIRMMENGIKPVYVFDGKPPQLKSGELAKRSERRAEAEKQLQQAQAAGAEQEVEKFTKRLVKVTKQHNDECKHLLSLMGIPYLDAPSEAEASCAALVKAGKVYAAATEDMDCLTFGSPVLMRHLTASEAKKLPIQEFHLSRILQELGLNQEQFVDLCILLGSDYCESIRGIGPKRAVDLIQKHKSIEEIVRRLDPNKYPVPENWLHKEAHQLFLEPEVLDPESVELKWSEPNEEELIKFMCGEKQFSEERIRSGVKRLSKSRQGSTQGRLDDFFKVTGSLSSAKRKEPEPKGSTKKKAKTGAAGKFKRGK
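Quantitative HTS format: each compound was titrated, incubated with 10 nM nuclease for 15 min at room temperature, then challenged with flap substrate at 50 nM final. Signal change over 15 min gave concentration–effect curves.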
N370S GC mod: qHTS Assay for Inhibitors and Activators of N370S glucocerebrosidase as a Potential Chaperone Treatment of Gaucher Disease; Potency, µM (series often up to 59.4 µM), inactives show top-dose activity change, negative = inhibition, hits mostly inhibitors; N370S GC spleen homogenate, 4MU-glucoside fluorescence; 330,000 tested, 0.092% active; Lysosomal acid glucosylceramidase (Homo sapiens), P04062; AID 2101, 2009;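 note: 0% = full enzyme activity and -100% = no enzyme basal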
An asterisk follows results filed as active; ? = inconclusive; nt = not tested or not shown; & = joins results of further samples; [ ] = dose if it differs, or a comment. Calls come from the whole dose curve; as a rule, active = well fitted curve in the direction sought with a large enough effect; inconclusive = small, poorly fitted or top-dose-only effect, or another doubt; inactive = no such curve, though single readings can be large; an effect the other way counts as inactive or inconclusive. Unless noted, % is set by controls: 0 for no effect and ±100 for the full control effect; potency is the fitted concentration of half-maximal effect.

Molecule	KAT2A inh	FEN1 inhibitor	N370S GC mod
O=C(CCS(=O)(=O)c1cccc2nonc12)Nc1cccc(F)c1	2%	-2%	nt
O=c1sc2ccccc2c(=O)n1Cc1ccccc1F	-15%	6%	?
CCC1(c2ccc(F)cc2)NC(=O)N(CC(=O)NCc2ccc(F)cc2)C1=O (stereo unspecified)	2%	-13%	-18%
COC(=O)c1ccc(S(=O)(=O)N(Cc2cc3cc4c(cc3[nH]c2=O)OCO4)C2CCCCC2)cc1	-1%	nt	21%
CCC(=O)Nc1ccc(Cl)c(-c2nc3ncccc3o2)c1	-6%	-2%	2%
CCN(CC)c1ccc(/C=N/N2C(=O)c3ccccc3C2=O)cc1	-19%	0%	3%
Cc1ccc(C(=O)NCC(=O)NCCc2ccc(S(N)(=O)=O)cc2)s1	2%	8%	9%
CCOc1ccc(Nc2oc(/C=C/c3cc(OC)c(OC)c(OC)c3)nc2C#N)cc1	-5%	0%	nt
Oc1c(C(c2ccccc2F)N2CCCCC2)sc2nc(-c3ccco3)nn12 (stereo unspecified)	3%	18%	nt
COc1cccc(NC(=O)CN(C)C(=O)COc2ccccc2Cc2ccccc2)c1	-8%	-7%	nt
CN(C)CCSc1nc(O)c(-c2ccccc2)c(=O)n1-c1ccccc1	-5%	4%	-11%
CCCCn1c(N)c(N(C)C(=O)c2cn(-c3ccccc3)nc2-c2ccccc2)c(=O)[nH]c1=O	-2%	-4%	nt
O=C(Cn1nc(-c2ccco2)ccc1=O)Nc1cc(C(F)(F)F)ccc1Cl	-11%	-15%	2%
CC(=O)N(c1nc(/C=C\C(=O)O)cs1)c1ccccc1F	-20%	16%	5%
Cc1ccccc1N(C(=O)CCC(=O)Nc1ccccn1)C(C(=O)NC(C)C)c1ccc(F)cc1 (stereo unspecified)	-2%	-2%	-3%

Not a retest: entries from further up.
Molecule	KAT2A inh	FEN1 inhibitor	N370S GC mod
O=C(CCS(=O)(=O)c1cccc2nonc12)Nc1cccc(F)c1	2%	-2%	nt
O=c1sc2ccccc2c(=O)n1Cc1ccccc1F	-15%	6%	?

Next section:
Molecule	KAT2A inh	FEN1 inhibitor	N370S GC mod
CC(C)(C)c1ccc(OCCNCc2ccccc2)cc1	-3%	-2%	-16%
CC(/C=C/c1ccc(Cl)o1)=C\C(=O)O	1%	4%	4%
CC(C)(O)C(=O)NNC(=S)NCc1ccco1	2%	0%	3%
O=C(O)[C@H](Cc1ccccc1)NC(=O)N1CCN(c2cccc(C(F)(F)F)c2)CC1	-6%	-3%	-1%
CCN(CC)c1ccc(C=O)c(OC)c1	-13%	-6%	5%
CCN1c2ccccc2-c2nc3ccccc3n2C1c1cccnc1 (stereo unspecified)	-8%	-19%	15%
O=C(CCN=C1NS(=O)(=O)c2ccccc21)OCC(=O)c1ccc(F)cc1	1%	-1%	1%
CCc1ccc(CCC(=O)Nc2ccc(C)cc2C)o1	1%	-4%	3%
CC(=O)c1c(C)[nH]c(C(=O)CSc2nnc(N)s2)c1C	-14%	14%	-19%
O=C(Nc1ncccc1O)c1ccc(Oc2ccccc2)cc1	-6%	3%	2%
N#Cc1cc(-c2cccc(Cl)c2)c[nH]c1=O	-6%	1%	1%
COc1cccc(NC(=O)C(C)N2C(=O)c3ccccc3C2=O)c1 (stereo unspecified)	?	6%	0%
COc1ccc(C(=O)C(OC(=O)c2ccccc2Cl)c2ccccc2)cc1 (stereo unspecified)	1%	-15%	?
CCOc1cc(CNCCCN2CCOCC2)cc(Br)c1OCc1ccccc1Cl	-4%	-17%	-20%
Cc1cc(C)c(OCC(=O)N(C)CC(=O)Nc2ccc(N3CCOCC3)cc2)c(C)c1	-3%	1%	-9%
CNc1ccc(/C=C/C(=O)c2ccc(C)cc2)cc1[N+](=O)[O-]	18%	-4%	?
[O-]/C(=C(\C(=S)NCc1ccco1)[n+]1ccccc1)c1ccccc1Br	66%[activator]	-5%	3%
O=C1Nc2cc(C(=O)N3CCN(c4ccccc4F)CC3)ccc2NC1CSCc1ccccc1F (stereo unspecified)	?	nt	-9%
CC1(C)CC(NC(=O)c2ccccc2F)CC(C)(C)N1	0%	6%	-5%
O=C(O)C1=C[C@H](c2csc3ccccc23)C[C@H](OCc2ccc(CO)cc2)O1	3%	2%	2%
Cc1cccc(N2CCN(c3ccc4cc(S(=O)(=O)N5CCCCC5)ccc4n3)CC2C)c1 (stereo unspecified)	-6%	-2%	-4%
CCN(CC)C(=O)CSC(Nc1cccc(F)c1)=C(C#N)C#N	2%	-1%	-2%
CCOc1ccc(/C=N/OC(C)C(=O)NCc2ccc3c(c2)OCO3)cc1 (stereo unspecified)	-2%	-17%	9%
Cc1ccc(Cl)cc1N1CCN(CCCNC(=O)c2nnc(Cc3cccc(Cl)c3)o2)CC1	-7%	-18%	nt
COc1ccc(OC)c(NC(=O)CSc2nnc(C3CCCCC3)n2N)c1	-2%	-17%	-5%
CCCNC(=O)c1ccccc1NC(=O)COc1cccc2c1OC(C)(C)C2	-23%	3%	3%
CC(c1ccccc1)n1c(Br)nc2c1c(=O)[nH]c(=O)n2C (stereo unspecified)	-5%	10%	7%
O=C(NCCc1c[nH]c2ccccc12)C1CCN(Cc2ccc(Br)cc2)CC1	3%	5%	-22%
COc1cccc(C(=O)NNC(=O)C2CC(C)=C(C)CC2C(=O)O)c1 (stereo unspecified)	-2%	-12%	-6%
CCOc1cccc2sc(N(CCCN(C)C)C(=O)c3ccc(S(=O)(=O)N(C)c4ccccc4)cc3)nc12	0%	-11%	?
O=C(NCCc1c[nH]c2ccccc12)C(=O)NCC(c1ccco1)N1CCN(c2ccccc2F)CC1 (stereo unspecified)	-5%	-8%	-11%
Cc1ccc(S(=O)(=O)Nc2cccnc2)cc1C	-3%	10%	-21%
Cc1cccc(N2CCN(C(=O)CNC(=O)C3CCCCC3)CC2)c1C	0%	1%	5%
CCC(C)(C)n1nnnc1C(c1ccc(OC)c(OC)c1)N1CCN(c2ccc(F)cc2)CC1 (stereo unspecified)	-1%	13%	-3%
COc1ccc(Cc2[nH]n3c(=O)cc(C)nc3c2-c2ccccc2)cc1	0%	-11%	-6%
Cc1ccc(C)c(/C=N/NC(=S)NC(C)C)c1	-2%	0%	4%
COc1ccc(OC)c(-c2c[n+](=O)c3c(n2[O-])CCCC3)c1	-3%	-10%	-6%
COC(=O)CCC(=O)NNC(=O)c1cccc(Br)c1	0%	0%	-12%
Cc1ccc2ncccc2c1NC(=S)NC(=O)c1ccccc1	-3%	4%	-7%
Cc1ccc(-c2n[nH]c(=S)n2/N=C/c2sccc2C)cc1	-4%	-7%	0%
Cc1cccc(C(=O)Nc2ccccc2NC(=O)c2cccc(C)c2)c1	-30%	-2%	2%
CCCCCCCCCS(=O)(=O)N/N=C/c1cccc([N+](=O)[O-])c1	-18%	?	4%
O=C(CN1CCCC1=O)NC1CCCc2c1cnn2-c1cc(F)cc(F)c1 (stereo unspecified)	2%	16%	-1%
CN1CCC(N(C)S(=O)(=O)c2ccc(NC(=O)c3cccc(C#N)c3)cc2)CC1	1%	-12%	nt
Cc1cccc(-n2ncc3c(N4CC(C)CC(C)C4)ncnc32)c1 (stereo unspecified)	-11%	7%	8%

An excerpt of these results, with two lines to a compound:
Each structure is followed by: KAT2A inh	FEN1 inhibitor	N370S GC mod
O=C(NCCc1c[nH]c2ccccc12)C(=O)NCC(c1ccco1)N1CCN(c2ccccc2F)CC1 (stereo unspecified)
 : -5%	-8%	-11%
Cc1ccc(S(=O)(=O)Nc2cccnc2)cc1C
 : -3%	10%	-21%
Cc1cccc(N2CCN(C(=O)CNC(=O)C3CCCCC3)CC2)c1C
 : 0%	1%	5%
CCC(C)(C)n1nnnc1C(c1ccc(OC)c(OC)c1)N1CCN(c2ccc(F)cc2)CC1 (stereo unspecified)
 : -1%	13%	-3%

Copied from the list:
In KAT2A inh, `O=c1sc2ccccc2c(=O)n1Cc1ccccc1F` has the entry -15%
In N370S GC mod, `CCN1c2ccccc2-c2nc3ccccc3n2C1c1cccnc1` (stereo unspecified) has the entry 15%
In KAT2A inh, `O=C(O)C1=C[C@H](c2csc3ccccc23)C[C@H](OCc2ccc(CO)cc2)O1` has the entry 3%
In FEN1 inhibitor, `Cc1ccc(S(=O)(=O)Nc2cccnc2)cc1C` has the entry 10%
In N370S GC mod, `Cc1ccc(C)c(/C=N/NC(=S)NC(C)C)c1` has the entry 4%
In KAT2A inh, `CCN(CC)c1ccc(/C=N/N2C(=O)c3ccccc3C2=O)cc1` has the entry -19%

Next results.
Molecule	KAT2A inh	FEN1 inhibitor	N370S GC mod
O=S1(=O)CCOC[C@H](c2ccccc2)N1Cc1cccc(F)c1	-1%	10%&4%	-4%
COCCNC(=O)CCCn1c(SCc2ccccc2C)nc2c(sc3ccccc32)c1=O	5%	16%	nt
Cc1nc2c(-c3ccc(Cl)cc3)c(C)[nH]n2c(=O)c1Cc1ccccc1	-8%	-19%	1%
Cc1c2c(n3c(nc4ccccc43)c1C#N)N(CCN1CCOCC1)CC2	3%	-5%	-2%
O=C(CSc1nnc(SCc2ccc(Cl)cc2)s1)N/N=C/c1c[nH]c2ccccc12	-17%	?	-10%
COc1ccc(-n2cnnc2SCC(=O)Nc2cccnc2Cl)cc1	-12%	9%	-1%
C/C(=N\NC(=O)CNC(=O)C1COc2ccccc2O1)c1ccc(Cl)cc1 (stereo unspecified)	1%	5%	5%
CCOC(=O)CNC(=O)c1ccc2c(c1)OCCO2	-3%	8%	-1%
CN(CCC#N)C(=O)COC(=O)c1ccc(Cl)c(S(=O)(=O)N(C)c2ccccc2)c1	-12%	1%	10%
CCCOC(=O)CCn1c(=S)oc2ccccc21	0%	-12%	11%
CS(=O)(=O)N1CCCC(C(=O)Nc2ccc(F)c(F)c2)C1 (stereo unspecified)	-7%	15%	nt
CN1CCN(c2nc(-c3ccc(Cl)c(Cl)c3)nc3ccccc23)CC1	-16%	nt	-14%
O=C(CNCC1CCCCC1)Nc1ccccc1N1CCCCC1	?	0%	4%
CC(C)C(OC(=O)/C=C/c1ccc2c(c1)OCO2)C(=O)NC(N)=O (stereo unspecified)	-5%	0%	16%
c1ccc(Nc2ncncc2-c2ccoc2)cc1	-10%	nt	-11%
CCCC(c1nnnn1CS(=O)(=O)c1ccc(C)cc1)N1CCN(C2CCCC2)CC1 (stereo unspecified)	0%	-9%	-11%
O=C(NCCOCC(F)(F)C(F)F)c1cc(F)c(F)cc1Cl	-8%	13%	0%
O=C(O)c1ccccc1/C=N/NC(=O)c1cc(-c2ccco2)nc2ccccc12	?	?	1%
CC(C)CC(=O)NCC(c1ccc2c(c1)OCO2)N1CCN(c2ccc(F)cc2)CC1 (stereo unspecified)	1%	10%	nt
CC1(OC(=O)CCc2ccccc2)C(=O)C=C2C=C(c3ccc(C#N)cc3)N(C3CC3)C=C2C1=O (stereo unspecified)	2%	3%	-1%[12.8 µM]
CCN(CC)C(=O)c1ccccc1NC(=O)c1ccccc1SC	-6%	10%	-3%
COC(=O)c1ccc(OCC2c3cc(OC)c(OC)cc3CCN2C(=O)c2cccc(C)c2)cc1 (stereo unspecified)	-14%	-2%	nt
COc1ccc(C(=O)COc2cccc(NC(=O)c3ccco3)c2)cc1	-13%	-12%	20%
Cc1cc(C)c(C(=O)COC(=O)Cn2cnnn2)cc1C	3%	-7%	6%[2.35 µM]

Compounds above that have a CF3 group, in the order listed:
Molecule	KAT2A inh	FEN1 inhibitor	N370S GC mod
O=C(Cn1nc(-c2ccco2)ccc1=O)Nc1cc(C(F)(F)F)ccc1Cl	-11%	-15%	2%
O=C(O)[C@H](Cc1ccccc1)NC(=O)N1CCN(c2cccc(C(F)(F)F)c2)CC1	-6%	-3%	-1%

Some of the compounds tested (hit frequency here may not be typical).
